Screening results (PubChem)
USP8 block: human USP8 deubiquitinase inhibition. actives 4.2% (n = 47,000). inhibition, % at 20 µM. purified USP8, Ub-rhodamine cleavage fluorescence, 30 min
USP7 block: blocks human USP7 ubiquitin-rhodamine cleavage; actives 0.3% (n = 47,000); purified USP7, Ub-rhodamine cleavage fluorescence; inhibition, % at 20 µM; AID 1645854
Target sequence (Q93009 whole entry, looked up): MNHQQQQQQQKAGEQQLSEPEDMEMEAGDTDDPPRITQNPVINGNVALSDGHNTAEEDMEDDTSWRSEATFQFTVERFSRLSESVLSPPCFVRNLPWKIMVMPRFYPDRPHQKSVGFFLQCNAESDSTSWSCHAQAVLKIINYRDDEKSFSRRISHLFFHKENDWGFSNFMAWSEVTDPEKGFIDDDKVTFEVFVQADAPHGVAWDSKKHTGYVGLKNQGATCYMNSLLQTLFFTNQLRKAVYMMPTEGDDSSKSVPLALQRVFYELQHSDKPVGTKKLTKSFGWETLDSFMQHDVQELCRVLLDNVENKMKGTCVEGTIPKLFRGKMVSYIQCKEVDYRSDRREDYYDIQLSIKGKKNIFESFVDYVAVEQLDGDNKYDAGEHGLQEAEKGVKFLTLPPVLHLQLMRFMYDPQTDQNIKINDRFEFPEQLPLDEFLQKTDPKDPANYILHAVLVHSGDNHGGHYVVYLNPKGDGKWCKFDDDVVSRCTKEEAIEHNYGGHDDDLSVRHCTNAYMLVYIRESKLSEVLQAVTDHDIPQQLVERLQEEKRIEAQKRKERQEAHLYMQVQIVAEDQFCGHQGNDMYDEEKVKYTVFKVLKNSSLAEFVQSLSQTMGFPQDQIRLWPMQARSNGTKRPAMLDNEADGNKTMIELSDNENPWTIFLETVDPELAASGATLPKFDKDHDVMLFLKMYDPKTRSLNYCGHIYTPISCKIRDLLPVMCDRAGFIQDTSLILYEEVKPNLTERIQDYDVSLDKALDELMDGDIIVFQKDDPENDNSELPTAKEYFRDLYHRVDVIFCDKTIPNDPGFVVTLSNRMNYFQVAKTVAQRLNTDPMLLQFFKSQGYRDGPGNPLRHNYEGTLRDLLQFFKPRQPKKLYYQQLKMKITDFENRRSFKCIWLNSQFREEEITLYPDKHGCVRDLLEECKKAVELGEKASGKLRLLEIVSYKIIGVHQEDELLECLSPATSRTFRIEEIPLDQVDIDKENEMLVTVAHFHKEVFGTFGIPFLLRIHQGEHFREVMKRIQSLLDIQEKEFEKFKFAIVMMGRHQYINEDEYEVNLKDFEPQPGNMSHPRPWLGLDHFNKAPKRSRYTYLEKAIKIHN
USP17 block: inhibitors of human USP17 deubiquitinase | purified USP17, Ub-rhodamine cleavage fluorescence, 3 h | inhibition, % at 50 µM | actives 6.5% (n = 47,000)
USP10 block: blocks human USP10 ubiquitin-rhodamine cleavage; actives 1.1% (n = 47,000); inhibition, % at 20 µM; purified USP10, Ub-rhodamine fluorescence, 60 min
USP28 inh: blocks human USP28 ubiquitin-rhodamine cleavage. Q96RU2. inhibition, % at 25 µM. purified USP28, Ub-rhodamine cleavage fluorescence, 30 min. actives 3% (n = 47,000). AID 1645857
USP30 inh: human USP30 deubiquitinase inhibition; Q70CQ3; purified USP30, Ub-rhodamine cleavage fluorescence; inhibition, % at 25 µM; actives 5.3% (n = 47,000); AID 1645860
OTUD3 inh: blocks human OTUD3 ubiquitin-rhodamine cleavage; purified OTUD3, Ub-rhodamine fluorescence, 2 h; inhibition, % at 25 µM; actives 0.7% (n = 47,000)
UCHL1 block: human UCHL1 deubiquitinase inhibition | inhibition, % at 20 µM | P09936 | purified UCHL1, Ub-rhodamine cleavage fluorescence | actives 0.2% (n = 47,000)
The depositor's hits bear a star; i = inactive; nt = no result given. Cut-off read from the data, not from the text of the source: active = inhibition above about 30%; inactive = the rest.

SMILES	USP8 block	USP7 block	USP17 block	USP10 block	USP28 inh	USP30 inh	OTUD3 inh	UCHL1 block
CCCCC(=O)N1CCN(c2nc3ccccc3n2C)CC1	-1	-7	1	0	-3	-13	1	0
CN(CCc1noc(C2CCCCC2)n1)C(=O)Nc1ccc(F)cc1	-2	-48	0	-5	0	16	5	-2
COc1cccc(N(C(=O)CC(C)c2ccccc2)c2nc3ccccc3s2)c1 (stereo not drawn)	-4	-1	-4	1	3	-11	-2	5
CCc1ccc(N2CCCn3c2nc2c3c(=O)n(Cc3ccccc3Cl)c(=O)n2C)cc1	-44	-5	-15	-2	-24	-6	-13	-2
COc1cccc(-n2ccn3cc(-c4ccc5c(c4)OCO5)nc3c2=O)c1	-2	4	nt	-9	-76	-405	-64	0
Cc1ccc(S(=O)(=O)n2ccn(C(=O)c3ccc(OC(C)C)cc3)c2=O)cc1	-3	-4	-56	3	1	-6	0	0
CCC(C)OC(=O)C1C(c2ccccc2)C(C(=O)O)C1c1ccccc1 (stereo not drawn)	3	1	18	4	10	16	2	-2
CC(C)NC(=O)c1ccc2c(c1)nnn2C1CCCCC1	-15	-12	4	-1	-8	-1	-1	-2
COc1ccc(-c2n[nH]n3c2nc(=O)c2ccc(C(=O)NCc4ccco4)cc23)cc1	14	18	19	29	8	-116	10	19
Cc1ccc(/C=C/C(=O)CCc2c(Cl)cccc2Cl)cc1	12	2	6	13	-17	-3	9	0
COc1cccc(C2C3=C(NCCN=C3c3ccccc3)C(=O)N2c2ccccc2)c1 (stereo not drawn)	-35	-2	-11	-3	4	-11	-7	-5
Cc1cccc(OCC2=NN3C(=N)/C(=C\c4cc(C)n(-c5cccc(F)c5)c4C)C(=O)N=C3S2)c1	-72	-26	-69	-10	-115	-464	-91	-33
Cc1sc2nc(CSc3nc4ccccc4c(=O)n3CC3CCCO3)[nH]c(=O)c2c1C (stereo not drawn)	-31	-74	nt	-5	-127	i	-131	-64
COc1cc(CNc2nn[nH]n2)ccc1OCc1ccccc1	-58	0	-14	1	-13	-13	-3	-6
COc1ccc(-c2nc3ccccc3o2)cc1NC(=O)Nc1ccccc1C	-62	-42	-213	-5	-191	i	-154	-46
O=C(Nc1ccc(F)cc1)c1cn[nH]c1S(=O)(=O)Nc1ccc(F)cc1	4	-8	16	4	11	16	7	2
Cc1ccccc1N(CC(=O)NCc1ccc2c(c1)OCO2)C(=O)c1ccc2c(c1)OCCO2	7	-2	25	5	8	16	0	0
Cc1c2c(nc3ccccc13)-c1ccccc1CC2	16	10	5	4	55*	-22	7	4
CN(C)c1ccc(CNC(=O)c2nnc(C(=O)Nc3ccccc3)s2)cc1	37*	18	7	14	7	-4	-2	0
CC1Cc2ccccc2N1C(=O)CSc1ccccc1N (stereo not drawn)	18	4	5	3	12	26	12	3
COc1ccccc1CN1C[C@H]2NC(=O)c3ccccc3C(=O)[C@@]2(C)C1	3	-4	1	0	-1	-11	-5	0
CCc1ccc(N(CC(=O)NC(C)(C)C)C(=O)CCC(=O)Nc2nccs2)cc1	5	-4	3	-1	-3	12	2	2
CC(C)c1nc(N2CCCC2=O)sc1C(=O)NC1CCCCC1	8	-2	-3	-2	-1	0	6	2
COc1ccc2c(C)c(CCC(=O)N3CCN(c4ccc(F)cc4)CC3)c(=O)oc2c1	-12	-4	-15	-1	-13	8	-9	0

USP8 block, hit marks shown above.
SMILES	USP8 block	USP7 block	USP17 block	USP10 block	USP28 inh	USP30 inh	OTUD3 inh	UCHL1 block
CN(C)c1ccc(CNC(=O)c2nnc(C(=O)Nc3ccccc3)s2)cc1	37*	18	7	14	7	-4	-2	0

More compounds follow:
SMILES	USP8 block	USP7 block	USP17 block	USP10 block	USP28 inh	USP30 inh	OTUD3 inh	UCHL1 block
Cc1ccc(CN(C)Cc2nc(N)nc(Nc3ccccc3C)n2)cc1	-30	-7	-4	-1	12	15	1	1
Cc1ccc2oc(-c3cc(NC(=O)c4cccc(-n5cnnc5)n4)ccc3O)nc2c1	-1	6	26	-1	nt	nt	-4	0
Cc1ccc(N2C(=O)CN(S(C)(=O)=O)CC2(C)C(=O)NC2CCCC2)cc1F (stereo not drawn)	-7	0	4	2	-5	-5	0	-6
CC1(C(=O)NCc2ccccc2)CCC(=O)N1CCc1ccccc1Cl (stereo not drawn)	15	-12	1	-2	5	16	8	1
COc1ccccc1NS(=O)(=O)C1CCS(=O)(=O)C1 (stereo not drawn)	-27	4	-2	-2	7	25	12	0
COC(=O)c1cc(C#N)c(NCc2ccccc2)nc1C	4	-4	59*	5	18	24	1	5
O=C(NCCn1ncc2c(=O)n(Cc3cccc(Cl)c3)cnc21)C1CC1	8	1	3	2	5	9	7	6
Cc1c(C(=O)NC2CC2)nnn1-c1cccc2c1CCN(Cc1ccncc1)C2	-10	0	-18	-4	nt	nt	-6	-5
O=C1NCc2ccccc2CC12CCCN2Cc1cc(O)cc(O)c1 (stereo not drawn)	-25	-4	-8	-3	-20	-66	-18	-3
COc1cccc(N2CCN(C(=O)c3cc(C)[nH]n3)CC2)c1	-3	2	-1	-1	nt	nt	3	1
CC1(C)CC(N2CC(=O)N3CCc4c([nH]c5ccccc45)[C@@]3(C)C2=O)CC(C)(C)N1	11	3	4	-2	6	0	12	0
O[C@H]1[C@H](O)[C@H](Oc2cccc(F)c2)CC[C@H]1NCc1ccccn1	-130	-6	-54	-4	-30	-84	-21	-7
Nc1c(C(=O)NC2CCCCC2)nnn1-c1ccccc1F	3	4	3	4	13	17	0	3
CC(CCc1ccccc1)NC(=O)COc1ccccc1-c1nnc(-c2ccccc2)o1 (stereo not drawn)	1	13	31*	11	6	41*	1	10
O=C(Nc1cccc(Br)c1)c1cc(-c2cccnc2)n[nH]1	98*	28	8	37*	43*	71*	20	11
CC(=O)N1CC(=O)N(Cc2ccccc2)/C(=C/c2ccc(F)cc2)C1=O	4	-2	-3	-4	2	-15	1	-1
O=C(c1ccccc1)N1CC[C@@H]2CN(CC3CCOCC3)[C@@H]2C1	4	-1	nt	-5	-4	-15	-9	-2
O=C(Cc1n[nH]c(Cc2ccc(F)cc2)n1)Nc1ccccc1	18	-3	14	1	19	20	15	5
CN(CCc1noc(-c2ccc(C(=O)NCc3cccnc3)cc2)n1)C(=O)c1ccccc1	5	0	-5	2	-6	-4	0	0
O=C(Nc1ccccc1C(=O)N1CCCC1)c1ccc(CN2CCc3ccccc3C2)cc1	40*	1	15	-3	10	21	5	0
COc1ccc(C(=O)NCc2nnc(SCC(=O)Nc3ccc(C)c(Cl)c3)o2)cc1	2	7	5	4	8	18	6	4
Cc1noc(-c2ccc(N3CCCC(C(=O)N4CCc5ccccc54)C3)nc2)n1 (stereo not drawn)	-315	-7	-9	-5	-13	-153	-13	-2
C=CCSc1nc2sc3c(c2c(=O)n1-c1ccc(C)cc1)CCN(C)C3	-24	-17	-6	-7	3	-72	-21	-6
CC(C)Cn1c(=O)c2nscc2n(CC(=O)Nc2ccccc2)c1=O	63*	-42	26	-9	14	-28	13	15

4 compounds from above, ordered by length of the SMILES, high to low:
SMILES	USP8 block	USP7 block	USP17 block	USP10 block	USP28 inh	USP30 inh	OTUD3 inh	UCHL1 block
O=C(Nc1ccccc1C(=O)N1CCCC1)c1ccc(CN2CCc3ccccc3C2)cc1	40*	1	15	-3	10	21	5	0
CC(CCc1ccccc1)NC(=O)COc1ccccc1-c1nnc(-c2ccccc2)o1 (stereo not drawn)	1	13	31*	11	6	41*	1	10
CC(=O)N1CC(=O)N(Cc2ccccc2)/C(=C/c2ccc(F)cc2)C1=O	4	-2	-3	-4	2	-15	1	-1
CC(C)Cn1c(=O)c2nscc2n(CC(=O)Nc2ccccc2)c1=O	63*	-42	26	-9	14	-28	13	15

(continued)
SMILES	USP8 block	USP7 block	USP17 block	USP10 block	USP28 inh	USP30 inh	OTUD3 inh	UCHL1 block
O=S(=O)(c1ccc(-c2cnco2)cc1)N(Cc1ccccn1)Cc1ccccn1	-5	4	0	1	5	9	7	-1
O=C(C1CCN(c2nc3cccnc3s2)CC1)N1CCN(c2ccccn2)CC1	-5	0	-3	0	0	-2	-1	0
O=C(CSc1nnc([C@@H]2CCCN2)o1)c1ccc(Cl)cc1	0	-4	-11	0	1	-2	-6	0
O=C(OCC(=O)N1CCOCC1)c1cc(-c2ccccc2)c(N2CCOCC2)s1	3	-1	1	-2	9	13	9	2
CCOC(=O)c1cnn(-c2ccc(C(=O)NCC(C)c3ccccc3)cc2)c1N (stereo not drawn)	-1	9	0	3	12	12	6	3
Cn1c(=O)c2[nH]c(NCC3CCCO3)nc2n(-c2ccccc2)c1=O (stereo not drawn)	-23	2	-5	0	-3	-13	1	-1
COCc1ccc(C(=O)N2CCC[C@H]2[C@H](O)c2nccs2)o1	13	7	5	1	9	25	8	3
Cc1cc2nc(Nc3ncc4c(n3)CCCC4=O)nc(C)c2cc1C	1	0	1	-1	-7	-8	-7	-1
Cc1cccc(OCC(=O)Nc2ccc3c(c2)NC(=O)C(C)O3)c1 (stereo not drawn)	35*	9	18	16	19	18	5	7
CCCC1Cc2c(sc3nc(SCC(N)=O)nc(N)c23)CO1 (stereo not drawn)	-7	-8	5	-2	nt	nt	4	0
O=C(NCC1CCN(c2cc(-c3ccncc3)[nH]n2)CC1)c1ccc(F)cc1	-158	-10	-35	-12	-13	-26	-7	-13
Cc1ccc(C)c(NC(=O)Cn2c(C)cc(-c3nnc(C)o3)c2C)c1	-5	-1	10	-6	-12	26	7	-2

The list goes on, overlapping the part above by 3 compounds.
SMILES	USP8 block	USP7 block	USP17 block	USP10 block	USP28 inh	USP30 inh	OTUD3 inh	UCHL1 block
CCCC1Cc2c(sc3nc(SCC(N)=O)nc(N)c23)CO1 (stereo not drawn)	-7	-8	5	-2	nt	nt	4	0
O=C(NCC1CCN(c2cc(-c3ccncc3)[nH]n2)CC1)c1ccc(F)cc1	-158	-10	-35	-12	-13	-26	-7	-13
Cc1ccc(C)c(NC(=O)Cn2c(C)cc(-c3nnc(C)o3)c2C)c1	-5	-1	10	-6	-12	26	7	-2
O=C(Nc1ccc(F)cc1)c1c(O)c2cccnc2n(-c2ccccc2)c1=O	10	4	7	2	-4	8	-2	2
Cc1cccc(C(=O)Nc2ccc(NC(=O)COc3ccccc3Cl)cc2)c1	67*	5	14	9	-2	5	-3	0
Cc1ccc(-c2nc(CNC(=O)C(C)Oc3ccccc3F)cs2)cc1 (stereo not drawn)	5	-14	7	7	9	46*	19	6
COc1ccc(CCNc2ccc3c(cc2=O)[C@@H](NC(C)=O)CCc2cc(OC)c(OC)c(OC)c2-3)cc1OC	-54	-11	-74	-12	-54	-124	-28	-12
O=C(CN1CCN(C(=O)C2COc3ccccc3O2)CC1)Nc1ccc2c(c1)OCCO2 (stereo not drawn)	13	7	2	0	-1	18	10	1
N#Cc1ccc(CN2CCC3(Cc4ccccc4CNC3=O)C2)cc1 (stereo not drawn)	5	-1	-9	2	-14	-5	-4	0
Cc1cc(=O)n(CC(=O)NCc2ccc(Cl)cc2)c(N2CCOCC2)n1	2	-2	3	-1	8	19	9	1
CC(=O)Nc1ccc(C2C3=C(CC(C)(C)CC3=O)Nc3onc(C)c32)cc1 (stereo not drawn)	16	2	7	-1	6	19	11	0
O=C(c1cccnc1)N1CCc2[nH]nc(-c3ccccc3)c2C1	4	-1	-5	-1	-2	1	0	-2
CCCc1cc(N2CCCCC2)n2nc(-c3cccnc3)nc2n1	2	-2	10	0	19	31*	11	1
Cc1ccc(C)n1-c1nc2ccc(C(=O)N3CCC(O)CC3)cc2s1	-28	-1	-37	-6	-27	-110	-21	-7
CNC(=O)C1CN(C(=O)Nc2cccc(C)c2C)CC12CCCC2 (stereo not drawn)	-1	-2	0	2	-9	-6	-5	0
O=C(Nc1ccc2c(c1)CCC2)c1cc(N2CCN(Cc3ccccc3)CC2)nc2ccccc12	-7	-19	-20	-7	-34	-105	-23	-14
Cc1ccc2cc3c(nc2c1)OC(=O)N(CCc1cccc(F)c1)C3	-23	9	20	6	11	19	8	4
O=C(NC1CCCCC1)N1CCn2c(nnc2-c2cncc(Br)c2)C1	-100	-4	-17	-1	0	7	-9	-3
CC(C)CN1CCc2cc(C(=O)N3CCCC3)c(NC(C)C)nc2CC1	-21	0	-44	-2	-26	-85	-15	-5
C[C@H](NC(=O)C1(c2ccccc2)CCN(C(=O)[C@@H]2Cc3ccccc3CN2)CC1)C(=O)O	21	5	19	-1	3	10	9	2
CCN1CCN(c2nc3ncn(CC(=O)Nc4ccccc4F)c(=O)c3s2)CC1	-15	0	-7	-5	-9	-18	-5	-3
Cc1ccc(S(=O)(=O)N2CCOCC2)cc1C(=O)OCc1cc(=O)oc2c(C)c(C)ccc12	9	-7	-6	3	11	11	4	2
O=c1ccc(S(=O)(=O)N2CCCCCC2)cn1Cc1cccc(F)c1	8	-11	4	0	4	15	11	0
CN1c2ccc(Cl)cc2-c2nc(SCC(=O)Nc3ccc(F)cc3)ncc2S1(=O)=O	50*	3	7	11	12	28	19	-3
O=C(CSc1nc2ccccc2[nH]1)N1CCN(c2ccc(CN3CCOCC3)cn2)CC1	-20	2	-9	-3	-14	-27	-8	-4
O=C(Cc1ccc(F)cc1)N1CCC(Cc2nc(-c3cnccn3)no2)CC1	3	3	0	0	-16	-4	0	-4
